RXFP1 ag = qHTS Assay for Agonists of the Relaxin Receptor RXFP1 | actives 0.3% (n = 370,000) | HEK293T-RXFP1 cAMP TR-FRET, 30 min; response scale: percent of porcine relaxin response, buffer zero | Potency, µM (series often up to 57.5 µM), inactives show at the top dose activation, hits mostly activators | AID 2676, 2010; note: potency is the fitted concentration of half-maximal effect; % is set by controls: 0 for no effect and ±100 for the full control effect; nearly all actives have a fitted effect of over 60% in size; many of its hits are not listed in these tables
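HEK293 cells stably expressing RXFP1, treated 30 min at 37C with compounds plus PDE4 inhibitor Ro 20174; cAMP measured by HTRF TR-FRET. Normalized to buffer and 29 nM porcine relaxin; EC50 by Hill fit.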
USP1-UAF1 inh = Inhibitors of USP1/UAF1: Primary Screen; recombinant USP1/UAF1, Ub-Rhodamine cleavage fluorescence; actives 0.23% (n = 390,000); AID 743255, 2014; Ubiquitin carboxyl-terminal hydrolase 1 (Homo sapiens), O94782; Potency, µM (doses to about 57.1 µM), without a hit: at the highest dose activity change, negative = inhibition, usual class: inhibitors; note: potency is the fitted concentration of half-maximal effect; % is set by controls: 0 for no effect and ±100 for the full control effect; nearly all actives have a fitted effect of over 60% in size; inactives centre near -12
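In this screen, compounds sit with the deubiquitinase complex (1nM) for 15 min at room temperature before Ub-Rho is added at 150nM final. Fluorescence rise is then followed for 6 reads every 60 seconds.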
TrxR1 substrate = qHTS Assay for Substrates of Mammalian Selenoprotein Thioredoxin Reductase 1 (TrxR1): qHTS. Thioredoxin reductase 1, cytoplasmic (Rattus norvegicus), O89049. purified TrxR1 substrate turnover, NADPH consumption readout. Potency, µM (titrated, usually from 114 µM), inactives show at the top dose activity change, negative = substrate turnover. actives 0.01% (n = 390,000); note: potency is the fitted concentration of half-maximal effect; % is set by controls: 0 for no effect and ±100 for the full control effect; nearly all actives have a fitted effect of over 50% in size
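Rat TrxR1, dispensed at 90 nM, was prereduced with 400 uM NADPH (final) for 5 min at ~22 deg C, then incubated with compound 15 min before 400 uM selenite. A first-read NADPH fluorescence drop versus no-compound background flagged substrates.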
Vif-A3G inh = qHTS for Inhibitors of Vif-A3G Interactions: qHTS; AID 602310, 2012; Potency, µM (titrated, usually from 46.1 µM), for the others: top-dose activity, negative = active, hits mostly inhibitors; HeLa A3G-eYFP + Vif (tagged APOBEC3G with the HIV-1 protein that degrades it), YFP fluorescence, overnight; actives 0.076% (n = 410,000);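 note: potency is the fitted concentration of half-maximal effect; % is set by controls: 0 for no effect and ±100 for the full control effect; nearly all actives have a fitted effect of over 60% in size; hits raise eYFP signal because A3G escapes Vif-driven loss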
Target sequence (Q9HC16 whole entry, looked up): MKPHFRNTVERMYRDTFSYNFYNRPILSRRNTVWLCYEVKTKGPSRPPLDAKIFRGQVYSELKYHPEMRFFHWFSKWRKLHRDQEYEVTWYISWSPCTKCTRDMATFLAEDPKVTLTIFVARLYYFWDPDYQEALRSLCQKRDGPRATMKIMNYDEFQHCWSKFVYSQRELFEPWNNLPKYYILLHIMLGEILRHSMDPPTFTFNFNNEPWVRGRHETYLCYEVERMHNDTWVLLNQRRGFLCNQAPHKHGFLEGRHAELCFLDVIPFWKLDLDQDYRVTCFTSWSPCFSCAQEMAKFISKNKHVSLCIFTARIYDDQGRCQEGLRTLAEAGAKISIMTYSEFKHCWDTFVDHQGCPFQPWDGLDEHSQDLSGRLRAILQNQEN
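HeLa cells stably expressing Vif and C-terminally eYFP-tagged A3G, seeded overnight at 37 deg C, then exposed to compound by pintool overnight at 37 deg C. Rise in yellow fluorescence (Ex 488/Em 500-530, Acumen) marks blocked Vif-driven A3G degradation.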
GRP78 ERSR act = qHTS for Inducers of the Endoplasmic Reticulum Stress Response (ERSR) in Human Glioma: qHTS. actives 0.02% (n = 420,000). Potency, µM, for inactives: at the top dose activation, actives largely listed as activators. U87-MG GRP78 promoter luciferase reporter, 16 h. AID 602332, 2012; note: potency is the fitted concentration of half-maximal effect; series mostly up to about 76 µM; % of control where 0% means no effect; nearly all actives have a fitted effect of over 35% in size
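Stably transfected U87-MG glioma cells carrying a GRP78-based luciferase sensor; 16 h compound incubation. Luminescence end-point read 10 min after Bright-Glo addition at room temperature.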
IDH1 R132H inh = qHTS for Inhibitors of mutant isocitrate dehydrogenase 1 (IDH1): qHTS. Isocitrate dehydrogenase [NADP] cytoplasmic (Homo sapiens), O75874. IDH1-R132H enzyme, NADPH consumption, diaphorase/resazurin fluorescence. Potency, µM (titrated, usually from 76.6 µM), without a hit: at the highest dose activity change, negative = inhibition, usual class: inhibitors. actives 0.093% (n = 390,000); note: potency is the fitted concentration of half-maximal effect; % is set by controls: 0 for no effect and ±100 for the full control effect; nearly all actives have a fitted effect of over 65% in size
Target sequence (O75874 whole entry R132H, stated change not applied): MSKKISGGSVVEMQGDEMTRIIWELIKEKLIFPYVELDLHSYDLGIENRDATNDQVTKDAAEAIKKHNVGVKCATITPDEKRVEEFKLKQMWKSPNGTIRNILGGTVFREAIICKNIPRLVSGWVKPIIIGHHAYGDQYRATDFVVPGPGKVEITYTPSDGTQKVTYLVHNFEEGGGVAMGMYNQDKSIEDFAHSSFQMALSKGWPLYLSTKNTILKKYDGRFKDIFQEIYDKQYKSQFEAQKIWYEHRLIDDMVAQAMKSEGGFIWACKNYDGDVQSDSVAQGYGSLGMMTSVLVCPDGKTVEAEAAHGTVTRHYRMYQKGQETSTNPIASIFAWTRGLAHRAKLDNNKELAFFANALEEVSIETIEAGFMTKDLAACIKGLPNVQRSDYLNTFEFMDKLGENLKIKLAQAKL
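IDH1-R132H (0.5 ug/mL dispensed) in pH 7.5 Tris buffer was preincubated 30 min with compound, then given a substrate mix of 0.016 mM NADPH and 2 mM alpha-KG for 80 min at room temperature; remaining NADPH was read by diaphorase/resazurin fluorescence.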
Vif-APOBEC3F blk = qHTS for Inhibitors of Vif-A3F Interactions: qHTS | HeLa A3F-eYFP + Vif (tagged APOBEC3F with the HIV-1 protein that degrades it), YFP fluorescence increase | Potency, µM (top dose mostly 46.1 µM), inactives show top-dose activity, negative = active | actives 0.2% (n = 390,000) | AID 602313, 2012; note: potency is the fitted concentration of half-maximal effect; % of control where 0% means no effect; nearly all actives have a fitted effect of over 65% in size
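HeLa cells stably expressing Vif plus C-terminally eYFP-tagged A3F were seeded, incubated overnight at 37 deg C, dosed with compound, incubated overnight again at 37 deg C. Yellow fluorescence (Ex 488/Em 500-530) reported blocked Vif-mediated A3F-eYFP degradation.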
LDHA inh = qHTS assay for inhibitors of human lactate dehydrogenase | purified LDHA, NADH/diaphorase-resazurin fluorescence; stronger effect = lower value | activity change, % (values are at about 110 or 230 µM) | actives 0.15% (n = 480,000) | AID 1347041, 2019; in the data active = activity change below about -30%; inconclusive = mostly about -25% to -30%;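 note: plate controls were DMSO wells for no effect and wells without enzyme for full effect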
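Remaining NADH was detected by diaphorase (0.133 mg/mL) converting 37 µM resazurin to fluorescent resorufin, read at 0 and 20 minutes. The preceding 5-minute room-temperature reaction used 2 nM LDHA, 0.2 mM sodium pyruvate and 0.06 mM NADH at pH 7.4.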
PI4K2A inh = qHTS for small molecular inhibitors of PI4K2A. Phosphatidylinositol 4-kinase type 2-alpha (Homo sapiens), Q9BTU6. activity change, negative = inhibition, % at 76.9 µM. actives 0.13% (n = 420,000). purified PI4K2A, ADP-Glo luminescence, 1 h; stronger effect = lower value. AID 1346378, 2018; in the data active = activity change below about -50%; inconclusive = mostly about -30% to -49%;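 note: -100% = wells without enzyme as full effect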
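In this quantitative HTS, ADP production by PI4K2A was quantified luminescently after 1 h at ambient temperature; 100 microM adenosine served as plate-quality control.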
* = called active by the depositor; i = inactive; ? = inconclusive; . = not tested or not shown; & = joins results of further samples; ! = a repeat was not active; [ ] = remark or other dose. Unless noted, calls come from the whole dose curve; as a rule, active = well fitted curve in the direction sought with a large enough effect; inconclusive = small, poorly fitted or top-dose-only effect, or another doubt; inactive = no such curve, though single readings can be large; an effect the other way counts as inactive or inconclusive. Not all compounds are listed, so the mix of outcomes need not match the whole.

Structure | IDH1 R132H inh | RXFP1 ag | PI4K2A inh | Vif-A3G inh | LDHA inh | TrxR1 substrate | Vif-APOBEC3F blk | USP1-UAF1 inh | GRP78 ERSR act
CC(=O)NCCNC(=O)C1(C)Cc2c(-c3cccc(NC(C)=O)c3)ccnc2O1 (centres undefined) | . | . | -4 | -2% | -2 | . | . | . | 0%
NC(=O)COC(=O)C1CSC2(c3ccc(F)cc3)CCC(=O)N12 (centres undefined) | 9% | 0.0% | -11 | 1% | -9 | 11% | ? | -6% | -4%
CSc1ccccc1NC(=S)N/N=C/c1cccn1Cc1cccc(C)c1 | 2% | 1.2% | 9 | -1% | -7 | 4%[57.1 µM] | -8% | ? | -1%
COc1ccc(/C=C\C(=O)Oc2cccc(/C=N/NC(=O)Cc3ccc(OC)c(OC)c3)c2)cc1 | 5% | 0.8% | 1 | 0% | -1 | -1% | -1% | -15% | 1%
Cc1cc2c(cc1S(=O)(=O)CCC(=O)Nc1cccc(C(F)(F)F)c1)OCC(=O)N2 | -6% | 3.1% | -1 | 2% | -5 | -3% | -13% | -19% | -1%
CCCN1C(=O)/C(=C/c2c(N3CCNC(=O)C3CC(=O)OCC)nc3c(C)cccn3c2=O)SC1=S (centres undefined) | 4% | 22% | 4 | ? | 0 | -1%[57.1 µM] | i | ? | -6%
O=C(OCc1cn([C@@H]2C[C@H](c3ccc(Cl)cc3)N(CC3CCCCC3)C[C@H]2O)nn1)c1ccccc1 | -7% | . | -1 | 0% | -4 | . | -5% | 5% | -3%
COc1ccccc1C1CC(c2ccco2)=NN1c1ccccc1 (centres undefined) | 0% | 9.8% | -2 | -5% | -6 | 196%[activator] | -1% | -15% | -2%
COc1cccc(NC(=O)CCN2CCC(C(N)=O)CC2)c1 | 3% | 1.2% | 1 | -1% | -3 | -1% | -8% | -20% | -5%
O=C(COc1cccc(C(F)(F)F)c1)Nc1ccc(S(=O)(=O)N2CCCCC2)cc1 | 0% | -0.3% | -2 | 2% | -10 | -4% | -10% | -4% | -4%
CC(C)(C)c1ccc(-c2nc(N)nc(N)n2)cc1 | 0% | -2.7% | 1 | -6% | -4 | -2% | 1% | -9% | 2%
CCOc1ccc(OCC)c(NC(=O)c2cc(C)nc3c2c(C)nn3-c2cccc(Cl)c2C)c1 | -11% | 1.1% | 0 | -7% | 3 | 7% | 1% | -2% | -2%
Cc1cc(C)cc(C(=O)Nc2ccc(N3CCN(S(C)(=O)=O)CC3)cc2)c1 | 6% | 2.4% | -10 | 1% | -3 | 11% | -11% | -11% | -3%
O=C(NNC(=S)Nc1ccccc1Cl)c1ccccc1Br | 1% | -1.0% | -7 | -9% | 0 | -2% | 3% | -6% | 0%
C=CCN1C(=O)C2C(C(=O)NC)C3C=CC2(O3)C1C(=O)NCc1ccc(OC)cc1 (centres undefined) | -1% | 0.8% | -3 | 0% | -1 | 2% | 2% | -5% | -4%
Cc1ccc(N2CC(C(=O)OCC(=O)Nc3ccc(F)cc3F)CC2=O)cc1 (centres undefined) | 6% | 1.6% | 0 | 5% | -8 | 1% | 4% | -12% | -2%
COc1ccccc1CNC(=O)CN(C)Cc1ccc(SC)cc1 | 7% | -0.2% | 4 | -1% | 1 | -3% | 13% | -13% | -4%
CCOC(=O)C1CCN(CC(=O)Nc2cc(S(=O)(=O)N3CCOCC3)ccc2C)CC1 | -2% | 1.2% | 3 | 2% | -16 | -7% | 1% | -5% | -2%
OC(c1ccc(Cl)c(Cl)c1)c1ncc(-c2ccccc2Cl)[nH]1 (centres undefined) | . | . | -2 | -11% | -11 | . | . | . | -5%
O=c1cc(-c2ccccc2)n(S(=O)(=O)c2ccccc2)o1 | 3% | -0.5% | 0 | 0% | -9 | -4% | -5% | -3% | 2%
CC1CC(C)CN(Cc2nc3c(c(=O)n(C)c(=O)n3C)n2CCN2CCOCC2)C1 (centres undefined) | -17% | 9.9% | -3 | -4% | 2 | 7%[57.1 µM] | -4% | -3% | -1%
O=C1CCC[C@@H]2Cc3nc4ccc(O)cc4cc3[C@@H]3CCN1[C@H]23 | 2% | . | -4 | -2%&0% | 10 | 2%&-15% | -1% | -27% | 1%&2%
Nc1cc([N+](=O)[O-])cc2oc(-c3ccccc3)cc12 | 0% | 0.0% | -2 | -23% | 1 | -2% | ? | -11% | 4%
Brc1cccc(CN2CCCCCCC2)c1 | 5% | 1.9% | 4 | -1% | -16 | 12% | -5% | 4% | -4%
Nc1nnnn1/N=C/c1ccc(Br)cc1 | -5% | 4.0% | -4 | -2% | -11 | 3%[57.1 µM] | -15% | -8% | -3%
S=C(NC1CCCC1)N1CCN(c2cccc(Cl)c2)CC1 | -8% | -0.3% | -3 | 2% | -7 | -2% | 1% | -18% | -3%
O=C(CNC(=O)Cc1ccccc1)NCC(=O)OCC(=O)c1cccc2ccccc12 | 1% | 0.9% | 4 | ? | -41*! | -9%&0% | -3% | -25% | -2%&0%
COC(=O)[C@H]1C[C@@H]1[C@H](NC(=O)OCc1ccccc1)c1ccccc1 | 13% | 1.5% | -3 | -1% | -7 | 13% | -1% | -28% | 3%
CCCOC(=O)c1ccc(OCC(O)Cn2c(C)nc3ccccc32)cc1 (centres undefined) | 7% | 0.1% | -4 | 1% | -7 | 4% | 4% | -30% | -1%
CCCC(=O)N1CCN(c2ccc(NC(=O)C(C)(C)C)cc2Cl)CC1 | 0% | -1.0% | -2 | 2% | -2 | 2% | 0% | -18% | 4%
Cc1ccc(-c2nnc(SCC(=O)N3CCc4ccccc43)o2)cc1 | -2% | -0.2% | 2 | -4% | -3 | 1% | -1% | -27% | 0%
O=C1NC(Cc2ccc(O)cc2)c2nc3ccc(Cl)cc3c(=O)n2-c2cc3ccccc3cc21 (centres undefined) | 12% | . | 7 | -13% | -5 | . | -2% | -22% | -4%
CCOC(=O)Nc1cccc(C(=O)O)c1 | 2% | -0.3% | -5 | -4% | -3 | -1% | 0% | -12% | -1%
O=C(Nc1cn(-c2ccccc2)nc1-c1ccccc1)c1ccccc1 | -3% | -0.5% | 3 | -1% | -2 | 4% | 6% | -13% | -1%
Cc1cc(C(=O)OCC(=O)N(CC(C)C)c2c(N)n(Cc3ccccc3)c(=O)[nH]c2=O)c(C)o1 | 2% | 1.0% | -1 | -1% | -3 | -3% | 9% | -21% | -8%
CCOC(=O)c1[nH]c2ccc(OC)cc2c1NC(=S)N1CCN(c2cccc(Cl)c2)CC1 | 3% | -0.7% | 1 | -8% | -7 | -8% | 6% | -20% | -5%
O=C(O)c1ccc(-c2ccc(O)c(F)c2)cc1 | -1% | 2.0% | 8 | -2% | -3 | 10%[57.1 µM] | -8% | 1% | -1%
Cc1ccc(NC(=O)c2ncn(-c3ccccc3)n2)c(Cl)c1 | . | 13% | 4 | . | -8 | 18% | . | -28% | .
Cc1ccc(CNC(=O)CCCN2C(=O)COc3ccc(C)cc32)cc1 | -4% | 2.0% | -1 | -2% | -4 | -4%[57.1 µM] | 3% | -22% | -3%
COc1ccc(OC)c(/C(O)=C/C(=O)C(=O)Nc2ccccc2OC)c1 | -9% | 2.3% | 4 | 0% | 3 | 4% | 1% | -7% | -5%
Cc1nc2c(C(=O)NCc3ccccc3)cnn2c(C)c1Cc1ccc(F)cc1 | -5% | 0.5% | 0 | -3% | -5 | 19%[57.1 µM] | 0% | -19% | -3%
CSc1cnc2c(N)nc(N(C)C)nc2n1 | -2% | 2.0% | 1 | -3% | 9 | -4% | -6% | 2% | 4%
CCOC(=O)c1ccc(-c2c(-c3ccc4c(c3)OCO4)noc2C)cc1F | -9% | -0.1% | -7 | -18%&-21% | -7 | -2%&5% | 1% | -22% | 1%&0%
CCCCCCn1c(CN2CCN(C(=O)c3ccco3)CC2)nc2c1c(=O)n(C)c(=O)n2C | 1% | 10% | 5 | 3% | -3 | -3%[57.1 µM] | -1% | -14% | -3%
COc1cc(O)oc1C=Nc1ccc(Cl)cc1Cl | -6% | -2.5% | 2 | -2% | 8 | -4% | -2% | -13% | -2%
Cc1nn(Cc2cccc(C(N)=O)c2)c(C)c1Br | 0% | 0.7% | 0 | -3% | 1 | -5% | 14% | 2% | -3%
CCC(C)c1ccc(S(=O)(=O)N2CCN(C(C)CC(=O)O)CC2)cc1 (centres undefined) | 2% | 0.6% | -2 | 0% | -14 | 9%[57.1 µM] | -3% | -2% | -2%
Cc1cc(C)cc(OCC(=O)Nc2cccc(S(=O)(=O)NC3=NCCC3)c2)c1 | -6% | 0.0% | 2 | -27% | -5 | 5% | -7% | -2% | 2%

From PubChem
